AI-2 QS modul: Vibrio harveyi AI-2 quorum sensing modulators, primary screen, JMH597 strain, luminescence/OD600 ratio | Vibrio harveyi JMH597 AI-2 luminescence/OD600 ratio, 9 h; active compounds read low; strain lacks LuxN and CqsS sensors; 0 = neutral-control median | activity change, % at 7.5 µM | actives 0.4% (n = 300,000); in the data active = activity change below about -75%, passing the limit was not always enough; inconclusive = no clear call, values can overlap the other calls;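 also: luminescence divided by OD600 gain over 9 h not by final OD600 alone; inactives centre near 13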
HSF1 inh: HSF1 inhibitors in luciferase reporter cells, primary screen, cell-based, NIH3T3, luminescence | NIH3T3-HGL HSE-luciferase, MG132-induced, luminescence 8 h; active compounds read low | activity change, negative = inhibition, % at 7.5 µM (by protocol) | actives 0.77% (n = 300,000) | AID 2098, 2009;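 active = more than half of replicate wells show activity change below -50%, luminescence cut by over half; inconclusive = some wells, but at most half, below -50%; inactive = no replicate well below -50%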;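 also: luciferase reports HSF-1 transcriptional activity via heat shock element; 0% = median of DMSO wells and -100% = zero luminescence signal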
aSyn UTR inh: MLPCN primary screen, SNCA 5' untranslated region | actives 0.82% (n = 300,000) | inhibition, % (tested at 7.5 µM) | alpha-synuclein 5'UTR reporter, inhibitor activity | AID 1813, 2009; in the data active = inhibition above about 60%; inconclusive = no clear call, values can overlap the other calls;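 also: H4 neuroglioblastoma cells stably carrying SNCA 5'UTR luciferase fusion; 0% = DMSO wells and 100% = positive control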
IEC-6 cytotox: cytotoxicity in IEC-6 intestinal epithelial cells, primary screen, cytotoxicity control for KLF5 inhibitor project, cell-based, luminescence | AID 1825, 2009 | actives 0.78% (n = 290,000) | inhibition, % at 5 µM | IEC-6 cytotoxicity, luminescence viability; in the data active = inhibition above about 22%;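 also: 0% = plate median of test compound wells and 100% = cytotoxic reference compound wells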
PolyA inh: polyadenylation inhibitors in yeast reporter cells, primary screen, luminescence, S. cerevisiae; calls only at 12 µM; AID 1875, 2009; actives 0.02% (n = 300,000); S. cerevisiae SKY197-pL101 polyadenylation reporter, beta-gal luminescence; efflux-impaired pdr1/pdr3 knockout yeast; score 100 = 6 SD above DMSO;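 active = lowest replicate activity score at least 50, where 100 means six control SD above control mean; inconclusive = lowest score under 50 but half or more replicates reach 50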;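 also: yeast exposed to compound for 9 h at 30 °C; higher score means more reporter readthrough which indicates perturbed polyadenylation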
GSK3A inh: blockers of GSK3A enzyme activity – biochemical, luminescence, cell-free homogeneous, HTS, primary screen | Glycogen synthase kinase-3 alpha (Homo sapiens), P49840 | GSK-3 alpha kinase, ADP-Glo luminescence, 60 min | inhibition, % at 10 µM | actives 0.1% (n = 320,000) | AID 2650, 2010;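 in the data active = inhibition above about 50%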;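 also: GST-tagged GSK-3 alpha with peptide substrate and 25 µM ATP; 0% = DMSO neutral wells and 100% = GW8510 positive control wells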
Target sequence (P49840 whole entry, looked up): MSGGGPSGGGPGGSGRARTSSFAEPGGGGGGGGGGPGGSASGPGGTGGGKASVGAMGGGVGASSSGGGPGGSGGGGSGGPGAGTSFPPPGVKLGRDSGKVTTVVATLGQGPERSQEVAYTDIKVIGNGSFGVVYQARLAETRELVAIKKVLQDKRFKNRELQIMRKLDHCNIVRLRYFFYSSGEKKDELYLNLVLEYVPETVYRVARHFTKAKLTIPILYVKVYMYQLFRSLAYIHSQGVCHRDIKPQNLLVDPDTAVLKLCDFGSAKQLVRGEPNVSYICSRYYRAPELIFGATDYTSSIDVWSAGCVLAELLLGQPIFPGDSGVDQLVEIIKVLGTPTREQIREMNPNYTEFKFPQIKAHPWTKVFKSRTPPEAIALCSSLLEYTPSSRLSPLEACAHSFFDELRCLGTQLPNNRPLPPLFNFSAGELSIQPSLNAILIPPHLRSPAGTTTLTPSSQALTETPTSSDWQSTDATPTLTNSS
HSP90 inh: HSP90 inhibitors, primary screen, cell lysate, luminescence; Heat shock protein HSP 90 (rabbit reticulocyte lysate; luciferase refolding); Rabbit reticulocyte lysate, luciferase refolding luminescence, 3 h; inhibition, % at 5.6 µM; actives 0.91% (n = 290,000);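 active = inhibition above the screen-wide mean plus 3 SD, computed separately per campaign, cut at about 16% in these data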;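 also: 0% = DMSO wells and 100% = 60 µM geldanamycin wells; inhibitors lower the luminescence because luciferase stays unfolded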
KLF5 inh: KLF5 expression inhibitors, primary screen, DLD-1 cells, luminescence | DLD-1 KLF5 promoter-luciferase reporter | inhibition, % at 5 µM | actives 0.23% (n = 290,000) | AID 1700, 2009;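 active = inhibition above a per-plate limit of that plate's mean compound inhibition plus 3 SD, cut at about 60% in these data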;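 also: 0% = DMSO wells and 100% = LY294002 at 200 µM; higher means less KLF5 promoter-driven luciferase light; inactives centre near -14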
GSK3B inh: human GSK3beta kinase inhibitors, primary screen, biochemical, cell-free homogeneous, HTS; Glycogen synthase kinase-3 beta (Homo sapiens), P49841; GST-GSK3beta kinase, ADP-Glo luminescence, 60 min; active compounds read low; activity score (negative = inhibition), % at 10 µM; actives 0.038% (n = 300,000);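 active = more than half of replicate wells score below -50%, meaning over 50% inhibition versus plate controls; inconclusive = some replicates but at most half score below -50%; inactive = no replicate scores below -50%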;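 also: 0% = median DMSO wells and -100% = median GW8510 positive control wells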
Target sequence (P49841 whole entry, looked up): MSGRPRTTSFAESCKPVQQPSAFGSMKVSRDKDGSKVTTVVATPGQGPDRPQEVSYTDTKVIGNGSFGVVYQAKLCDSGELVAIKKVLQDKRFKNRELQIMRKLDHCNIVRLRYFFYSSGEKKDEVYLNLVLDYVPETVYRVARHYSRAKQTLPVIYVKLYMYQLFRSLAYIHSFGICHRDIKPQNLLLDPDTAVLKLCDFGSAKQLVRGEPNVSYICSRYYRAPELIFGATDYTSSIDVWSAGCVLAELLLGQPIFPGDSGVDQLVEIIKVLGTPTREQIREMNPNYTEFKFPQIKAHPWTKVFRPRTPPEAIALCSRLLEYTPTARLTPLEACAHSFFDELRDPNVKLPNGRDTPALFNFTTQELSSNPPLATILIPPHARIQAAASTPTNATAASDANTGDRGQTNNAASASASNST
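test system = GST-tagged human GSK3beta kinase, cell-free | reagent = 25 µM ATP with peptide substrate | dosing = one dose of 10 µM per compound | schedule = 60 min reaction, RT | detection = luminescent ADP-Glo measurement of ADP formed | control set = DMSO neutral wells and GW8510 at 20 µM as positive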
HSF1 activator: HSF-1 activators, primary screen, NIH3T3-HGL cells, MG132 stress, luminescence, single point. activation, % at 9 µM. NIH3T3-HGL HSF-1 luciferase reporter, 8 h; 100% = twice DMSO control signal. actives 1.7% (n = 300,000);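 active = mean replicate activation of at least 50% with a set share of replicates each reaching 50%; inconclusive = only one of those two conditions met; inactive = mean below 50% and too few replicates reaching it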;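 also: 0% = median of the neutral control wells and 100% = twice that signal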
* = called active by the depositor; i = inactive; ? = inconclusive; nt = no result given. A portion of the library, so the mix of outcomes need not match the whole.

The opening two records, ahead of the listing:
Compound | AI-2 QS modul | HSF1 inh | aSyn UTR inh | IEC-6 cytotox | PolyA inh | GSK3A inh | HSP90 inh | KLF5 inh | GSK3B inh | HSF1 activator
CSc1cccc(NC(=S)N(CCCN2CCCC2)Cc2cccn2Cc2ccc(Cl)cc2)c1 | -1 | 5 | -12 | 6 | i | -2 | 5 | -17 | -6 | 7
CCc1cc(=O)oc2c(C)c(OCC(=O)NCc3ccccn3)ccc12 | 35 | 0 | -9 | -3 | i | -1 | -6 | -64 | nt | -5

Results, from the first entry:
Compound | AI-2 QS modul | HSF1 inh | aSyn UTR inh | IEC-6 cytotox | PolyA inh | GSK3A inh | HSP90 inh | KLF5 inh | GSK3B inh | HSF1 activator
CSc1cccc(NC(=S)N(CCCN2CCCC2)Cc2cccn2Cc2ccc(Cl)cc2)c1 | -1 | 5 | -12 | 6 | i | -2 | 5 | -17 | -6 | 7
CCc1cc(=O)oc2c(C)c(OCC(=O)NCc3ccccn3)ccc12 | 35 | 0 | -9 | -3 | i | -1 | -6 | -64 | nt | -5
Cc1ccc(C)c(/C=N/NC(=S)NC(C)C)c1 | 6 | -2 | 3 | -6 | i | 1 | 1 | -23 | 0 | 4
Cc1ccc(OCCn2cc(/C=C3\C(=O)NN(c4ccccc4)C3=O)c3ccccc32)cc1 | -2 | 2 | 9 | -2 | i | -2 | -2 | -2 | -2 | 28
COc1ccc(N2CC(C(=O)NC3CC(C)(C)NC(C)(C)C3)CC2=O)cc1 (stereo unspecified) | -2 | -9 | -8 | 4 | i | nt | -2 | -44 | 1 | -8
O=C(NCc1ccco1)C(=O)c1c[nH]c2ccccc12 | -71 | 6 | -79 | -2 | i | 0 | 2 | -27 | 3 | 25
CCOC(=O)CC(NC(=O)c1cc2ccccc2oc1=O)c1cccc([N+](=O)[O-])c1 (stereo unspecified) | 40 | 8 | 20 | -5 | i | nt | -4 | -18 | 1 | 9
CC(Sc1nc2sccc2c(=O)n1-c1ccccc1)C(N)=O (stereo unspecified) | -2 | -5 | -5 | -2 | i | 9 | 1 | 4 | -3 | -27
Cc1cc(C)cc(C(=O)NC(=S)Nc2ccc(-c3cc4ccccc4oc3=O)cc2)c1 | 8 | -14 | 97* | 6 | i | -2 | -5 | 9 | 1 | -11
Cc1cccc(Cc2cnc(N3C(=N)SC(c4ccccc4)C3=O)s2)c1 (stereo unspecified) | 38 | -1 | -56 | 2 | i | nt | 0 | -23 | 0 | -6
N#Cc1cccc(CSc2ncnc(N)n2)c1 | -26 | 3 | 3 | 3 | i | 1 | 3 | -21 | 2 | 7
Cc1onc(-c2c(F)cccc2Cl)c1C(=O)NNC(=O)C1CCN(Cc2cccc(F)c2)CC1 | 21 | -2 | -7 | -5 | i | -1 | 1 | -22 | -1 | 6
Cc1ccc(NC(=O)Cc2c[nH]c3ccccc23)cc1S(=O)(=O)N1CCCCCC1 | 30 | -13 | -22 | -3 | i | -1 | 2 | -36 | 0 | -13
CCSc1nnc(NC(=O)C(C)C)s1 | 11 | -5 | -5 | -1 | i | -2 | 1 | -43 | 1 | 9
CC(=O)NCCC(=O)Nc1cc(S(=O)(=O)N2CCCCC2)ccc1Oc1cccc(C)c1 | -2 | 5 | -1 | 11 | i | nt | -5 | -21 | 3 | 5
CC(C)Oc1ccc(NC(=O)Oc2ccccc2)cc1 | 14 | -3 | -26 | 7 | i | 11 | -1 | -36 | 2 | 7
Cc1ccccc1CCNC(=O)C1CCC(=O)N(CCc2cccc(F)c2)C1 (stereo unspecified) | 22 | -2 | -2 | 1 | i | nt | 3 | -14 | -2 | 6
O=C(c1ccc(Br)o1)N1CCc2ccccc21 | 14 | 2 | -154 | 9 | i | 4 | -2 | -197 | 0 | 8
Cc1ccc(S(=O)(=O)NCC(=O)N(CC2CCCO2)C(C(=O)NC2CCCCC2)C(C)C)cc1 (stereo unspecified) | 21 | 2 | 21 | -7 | i | 0 | -2 | -16 | -2 | -4
COc1ccc(OCc2nnc(SCC(=O)NNC(=O)c3ccc(C)cc3)n2C)cc1 | 1 | -4 | -11 | 3 | i | -2 | -6 | -20 | 3 | 14
O=C(c1ccccc1F)N1CCCC(C(=O)N2CCc3ccccc3C2)C1 (stereo unspecified) | 12 | 2 | 21 | 4 | i | 0 | 5 | -9 | -7 | 15
Cc1ccc(C(=O)NCC(=O)NCCc2ccc(S(N)(=O)=O)cc2)s1 | 5 | 1 | 17 | -7 | i | 1 | -2 | -31 | 0 | 4
O=C(NCCC1CCCCN1S(=O)(=O)c1ccc(Cl)cc1)C(=O)NCc1ccncc1 (stereo unspecified) | 17 | 6 | 62* | nt | i | -2 | nt | nt | 4 | -2
CC(C)CN1C(=O)c2ccc(NC(=O)Cc3ccccc3)cc2C1=O | 22 | -3 | 18 | 3 | i | -3 | 0 | -5 | -1 | -3
O=C(CC(C(=O)O)c1ccccc1)c1cccs1 (stereo unspecified) | 21 | -4 | 3 | 4 | i | -4 | 1 | -5 | -2 | -3
CCOP(=O)(c1ccccc1Cl)C1(O)CCCCC1 (stereo unspecified) | -1 | 8 | -11 | -2 | i | 0 | 1 | -7 | -2 | -11
O=C(CCc1nnc(C2CCCCC2)o1)NCc1ccc(F)c(F)c1 | 3 | 5 | 3 | -1 | i | -1 | 1 | -3 | -2 | -3
COc1ccc(-c2csc(Nc3ncccc3C)n2)cc1 | 4 | 22 | -118 | -2 | i | -2 | 0 | -190 | 8 | ?
CC(C)c1nnc(NC(=O)COc2ccccc2[N+](=O)[O-])s1 | 10 | 6 | -154 | 5 | i | -1 | 3 | -76 | -2 | 10
C#CC(C)(C)NC(=O)CSc1nc2c(c(=O)n(C)c(=O)n2C)n1CCCC | 20 | -11 | 2 | -11 | i | 0 | -3 | -37 | -2 | 1
CCOc1ccc(CCNC(=O)CS(=O)Cc2nc(-c3ccc(C)cc3)oc2C)cc1OCC (stereo unspecified) | 9 | 1 | 30 | 2 | i | -3 | -2 | 12 | 4 | -1
CC(C)c1cccc(C(C)C)c1NC(=O)c1ccc(OCC(=O)NCc2ccccc2)cc1 | 33 | -5 | -12 | -2 | i | -2 | -8 | 17 | -1 | 17
Cc1ccc(S(=O)(=O)N(CC(=O)Nc2ccc(Cl)c([N+](=O)[O-])c2)C2CCCCC2)cc1 | 24 | -2 | 32 | 1 | i | -3 | 1 | -23 | 1 | -7
CCCC(=O)Nc1cc(Cl)ccc1N1CCN(C(=O)CC)CC1 | 6 | -1 | 3 | 2 | i | 2 | -1 | -9 | 2 | -4
Cn1c(Cn2nnc3ccccc32)nnc1SCC(=O)c1ccc(F)cc1 | -8 | 10 | -9 | 5 | i | -4 | -2 | -18 | -1 | 28
CSCC[C@H](NC(=O)OC(C)(C)C)C(=O)N/N=C/c1cccc2nccnc12 | -1 | -4 | 15 | 2 | i | -1 | 1 | 0 | 1 | 10
CN(C(=O)c1ccccc1)C1(C)CCS(=O)(=O)C1 (stereo unspecified) | 25 | -7 | 13 | 2 | i | -1 | 1 | 1 | 1 | -4
OCC1(CCOc2ccccc2)CCN(Cc2cc(Cl)ccc2O)CC1 | 10 | -4 | 16 | -1 | i | -5 | 4 | -35 | -2 | 3
O=C(COc1ccccc1Cl)Nc1ccc(C(=O)c2ccc(C(=O)O)cc2)cc1 | 23 | 1 | -33 | 2 | i | 0 | 3 | -13 | -3 | -13
O=C(CNC(=O)c1ccc(Br)cc1)NCC(=O)OCC(=O)c1ccc([N+](=O)[O-])cc1 | 39 | 3 | 19 | 5 | i | -2 | 8 | 3 | 2 | 2
Nc1nc(-c2ccccc2Br)cs1 | -4 | 1 | -19 | 1 | i | -2 | 0 | -18 | -2 | 12
CC(=O)N1CCC(N(C(=O)Nc2ccc(C)c(C)c2)C2CCCC2)CC1 | 13 | -7 | -20 | -3 | i | -1 | -4 | -32 | -1 | -15
COc1cccc(NC(=O)c2cnc(SCC(=O)NCc3ccc4c(c3)OCO4)n(C)c2=O)c1 | 18 | -5 | -82 | nt | i | 1 | nt | nt | -2 | 6
COc1cccc(-n2nnc3c(=O)n(Cc4cccc(C)c4)cnc32)c1 | 23 | 0 | -16 | nt | i | 0 | nt | nt | 2 | -4
O=C(CC1(O)C(=O)N(Cc2cccc3ccccc23)c2ccccc21)c1cccnc1 (stereo unspecified) | 12 | -5 | 1 | 12 | i | -2 | 0 | -29 | -5 | -10
Cc1cc(C(=O)OCC(=O)NC(=O)NC(C)(C)C)c(C)o1 | 28 | -3 | 3 | 1 | i | 1 | 9 | -41 | -5 | -3
CNC(=S)N/N=C/c1ccc(-c2ccc(Cl)c([N+](=O)[O-])c2)o1 | 35 | 13 | -7 | 0 | i | -1 | 5 | 4 | 2 | 30
COc1ccc(C(=O)NC(=S)NC(C)(C)C)cc1Br | 2 | 10 | -158 | 12 | i | 0 | -6 | -52 | 3 | 14
COc1ccc2[nH]c(=O)c(-c3nnn(-c4ccc(Cl)nc4)n3)cc2c1 | 17 | -6 | 3 | nt | i | 1 | nt | nt | 4 | 1
COc1ccc(OCC(=O)O/N=C(\N)c2ccc(OC)cc2)cc1 | -51 | 11 | -18 | 1 | i | 0 | 2 | 10 | -2 | 28
Cc1c(NC(=O)c2ccc(S(=O)(=O)N3CCOCC3)cc2)cccc1[N+](=O)[O-] | 15 | ? | 14 | nt | i | -2 | nt | nt | 2 | -31
CCOC(=O)C1CCN(C(=O)Cn2cc(C#N)c3ccccc32)CC1 | 6 | 0 | 12 | 1 | i | -1 | 2 | 4 | -2 | 18

Screening results from PubChem BioAssay.
